Screens (PubChem BioAssay)
G9a inh – qHTS Assay for Inhibitors of Histone Lysine Methyltransferase G9a | Histone-lysine N-methyltransferase EHMT2 (Homo sapiens), Q96KQ7 | 8.8% of 350,000 active | G9a H3K9 monomethylation, AlphaScreen, 2 h | Potency, µM (highest dose often 102 µM), for the others: at the highest dose activity, negative = inhibition, hits mostly inhibitors; note: % is set by controls: 0 for no effect and ±100 for the full control effect; nearly all actives have a fitted effect of over 75% in size
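G9a (20 nM) preincubated 15 min RT with compounds, then 500 nM biotinylated H3K9 peptide and 20 uM SAM added; 2 h RT reaction. Monomethyl-H3K9 product detected by AlphaScreen with anti-H3K9me1 antibody, streptavidin donor and anti-rabbit IgG acceptor beads.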
BLM inh – qHTS Assay for Inhibitors of Bloom's syndrome helicase (BLM) | RecQ-like DNA helicase BLM (Homo sapiens), P54132 | recombinant BLM DNA unwinding, fluorescence dequenching | Potency, µM (series often up to 56.1 µM), for the others: at the highest dose activity change, negative = inhibition, most hits filed as inhibitors | 0.2% of 350,000 active | AID 2528, 2010;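 note: plate controls were vehicle for no effect and no enzyme for full effect; nearly all actives have a fitted effect of over 35% in size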
APEX1 inh – qHTS Assay for Inhibitors of the Human Apurinic/apyrimidinic Endonuclease 1 (APE1) | DNA repair nuclease/redox regulator APEX1 (Homo sapiens), P27695 | recombinant APE1, TAMRA/BHQ-2 abasic DNA cleavage fluorescence | 0.35% of 350,000 active | Potency, µM (top dose mostly 65.8 µM), for the others: at the highest dose activity change, negative = inhibition, usual class: inhibitors;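 note: plate controls were vehicle for no effect and reference inhibitor for full effect; nearly all actives have a fitted effect of over 55% in size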
Target sequence (P27695 whole entry, looked up): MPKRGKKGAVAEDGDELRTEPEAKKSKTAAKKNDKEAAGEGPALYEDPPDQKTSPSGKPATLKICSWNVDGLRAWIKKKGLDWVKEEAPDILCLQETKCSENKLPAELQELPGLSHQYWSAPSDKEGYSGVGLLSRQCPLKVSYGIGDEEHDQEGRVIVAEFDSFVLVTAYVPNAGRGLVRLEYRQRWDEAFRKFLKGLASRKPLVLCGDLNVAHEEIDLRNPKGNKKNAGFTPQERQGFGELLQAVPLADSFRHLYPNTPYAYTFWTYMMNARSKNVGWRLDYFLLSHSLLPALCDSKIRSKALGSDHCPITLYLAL
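Step 1: APE1 (0.75 nM) with compound, 15 min RT. Step 2: add 50 nM fluorophore/quencher THF duplex. Step 3: three fluorescence reads 60 s apart (525/598 nm); read 3 minus read 1 = reaction progress.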
POLB inh – qHTS Assay for Inhibitors of DNA Polymerase Beta; Pol beta primer extension/strand displacement, fluorescence kinetic; 1.3% of 340,000 active; Potency, µM (titrated, usually from 114 µM), inactives show top-dose activity change, negative = inhibition, most hits filed as inhibitors; P06746; AID 485314, 2010; note: % is set by controls: 0 for no effect and ±100 for the full control effect
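Curves were derived by four-parameter Hill fits of normalized qHTS data. The kinetic fluorescent primer-extension read was taken at 0 and 10 min after 50 nM substrate, following a 15 min room-temperature preincubation of 10 nM enzyme with compounds.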
Pol iota inh – qHTS for Inhibitors of Polymerase Iota; DNA polymerase iota (Homo sapiens), Q9UNA4; Pol iota fluorescent replication assay, 10 min; Potency, µM (top dose mostly 115 µM), for inactives: top-dose activity, negative = inhibition, most hits filed as inhibitors; 1% of 390,000 active; AID 588590, 2011
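Fluorescent replication assay read twice, at 0 min and 10 min after adding 50 nM (final) substrate. Enzyme (10 nM) and compounds were first incubated 15 min at room temperature; enzyme-free buffer wells were negative controls.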
BAZ2B block – qHTS Assay for Inhibitors of BAZ2B. Potency, µM (highest dose often 114 µM), for the others: at the top dose activity change, negative = inhibition, usual class: inhibitors. 4.4% of 360,000 active. AlphaScreen BAZ2B-H3K14Ac peptide displacement. Bromodomain adjacent to zinc finger domain protein 2B (Homo sapiens), Q9UIF8; note: % is set by controls: 0 for no effect and ±100 for the full control effect; nearly all actives have a fitted effect of over 60% in size
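Complex of BAZ2B and biotin-H3K14Ac (50 nM apiece) forms over 30 min at RT, then faces library compounds up to 110 uM for another 30 min; AlphaScreen beads added, 20 min dark incubation, luminescence read.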
Pol kappa inh – qHTS for Inhibitors of Polymerase Kappa | Potency, µM (series often up to 107 µM), without a hit: at the highest dose activity, negative = inhibition, usual class: inhibitors | AID 588579, 2011 | purified Pol kappa, fluorescent DNA synthesis assay, 10 min | 0.53% of 400,000 active; note: % is set by controls: 0 for no effect and ±100 for the full control effect
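Readout: fluorescence, taken kinetically at 0 and 10 min. Conditions: 10 nM Pol kappa, 15 min RT compound preincubation, 50 nM substrate final. Controls: enzyme-free buffer wells.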
JMJD2A Tudor – qHTS Assay for Inhibitors of JMJD2A-Tudor Domain; AID 504339, 2011; AlphaScreen JMJD2A-Tudor / H3K4me3 peptide binding; Potency, µM (series often up to 114 µM), without a hit: at the highest dose activity change, negative = inhibition, most hits filed as inhibitors; 4.4% of 390,000 active; Lysine-specific demethylase 4A (Homo sapiens), O75164; note: % is set by controls: 0 for no effect and ±100 for the full control effect; nearly all actives have a fitted effect of over 50% in size
Pol eta inh – qHTS for Inhibitors of Polymerase Eta | Potency, µM (titrated, usually from 114 µM), for the others: at the highest dose activity change, negative = inhibition, usual class: inhibitors | AID 588591, 2011 | 1.2% of 390,000 active | recombinant Pol eta, fluorescent DNA replication assay; note: % is set by controls: 0 for no effect and ±100 for the full control effect
Target sequence (Q9Y253 whole entry, looked up): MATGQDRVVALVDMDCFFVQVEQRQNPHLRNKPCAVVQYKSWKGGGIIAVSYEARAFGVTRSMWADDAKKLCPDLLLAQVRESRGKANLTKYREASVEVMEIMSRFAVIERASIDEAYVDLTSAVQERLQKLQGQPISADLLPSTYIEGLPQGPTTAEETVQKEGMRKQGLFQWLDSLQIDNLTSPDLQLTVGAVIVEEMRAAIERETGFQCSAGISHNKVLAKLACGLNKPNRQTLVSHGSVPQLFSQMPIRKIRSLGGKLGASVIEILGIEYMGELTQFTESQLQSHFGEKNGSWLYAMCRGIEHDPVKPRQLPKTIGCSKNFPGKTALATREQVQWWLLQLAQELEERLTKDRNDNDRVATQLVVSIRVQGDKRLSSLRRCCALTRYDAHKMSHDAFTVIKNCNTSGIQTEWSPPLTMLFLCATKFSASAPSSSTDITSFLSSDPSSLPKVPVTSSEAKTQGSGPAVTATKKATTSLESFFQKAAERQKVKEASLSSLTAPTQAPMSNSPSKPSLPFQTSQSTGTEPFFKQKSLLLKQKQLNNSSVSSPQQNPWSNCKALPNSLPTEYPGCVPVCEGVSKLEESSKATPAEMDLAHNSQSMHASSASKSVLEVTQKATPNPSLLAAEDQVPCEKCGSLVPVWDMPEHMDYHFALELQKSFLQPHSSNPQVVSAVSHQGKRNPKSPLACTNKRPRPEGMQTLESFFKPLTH
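Fluorescent replication assay: 50 nM final substrate added after a 15 min room-temperature compound preincubation with 10 nM enzyme. Signal taken at 0 min and again at 10 min.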
* hit, by the source's call; u = inconclusive; x = not tested or not shown; & = joins results of further samples; [ ] = another dose, or the depositor's remark. Calls come from the whole dose curve; as a rule, active = well fitted curve in the direction sought with a large enough effect; inconclusive = small, poorly fitted or top-dose-only effect, or another doubt; inactive = no such curve, though single readings can be large; an effect the other way counts as inactive or inconclusive. Potency is the fitted concentration of half-maximal effect.

SMILES	G9a inh	BLM inh	APEX1 inh	POLB inh	Pol iota inh	BAZ2B block	Pol kappa inh	JMJD2A Tudor	Pol eta inh
Cc1ccc(S(=O)(=O)N2CCCC2C(=O)O)s1 (stereo not given)	7%[59 µM]	-2%	2%	u	-14%	-2%	-1%	-17%	-1%
CCOc1ccc(CCN2C(=O)C3C4C=CC(C4)C3C2=O)cc1OCC (stereo not given)	-12%[59 µM]	0%	-3%	3%	-11%	-2%	-3%	-9%	0%
COc1ccc(CCNC(=O)CSc2nnnn2-c2ccc(OC)c(OC)c2)cc1OC	2%[59 µM]	0%	-7%	-23%	56%[activator]	-22%	0%	u	-17%
Cc1ccc2nc(SCC(=O)Nc3cccc(S(N)(=O)=O)c3)[nH]c2c1	x	-3%	19%	-12%	24%	u	1%	-20%	-19%
Cc1cc(C(=O)CN2C(=O)C(=O)N(C)C2=O)c(C)n1-c1cccc(S(=O)(=O)N2CCOCC2)c1	-39%	0%	6%	5%	41%[activator]	u	-5%	-15%	-12%
COc1ccccc1NC(=O)Cn1nnc2sc3c(c2c1=O)CC(C)(C)OC3	u	-1%	5%	-19%	6%	-8%	-2%	2%	3%
CCc1cccc(NC(=O)c2ccc3c(c2)c(C)c(C)n3Cc2ccc(F)cc2)c1	-11%[59 µM]	-9%	x	-23%	11%	-22%	u	-33%	0%
O=C(CCCN=C1NS(=O)(=O)c2ccccc21)OCc1ccccc1	45µM*	x	6%	x	21%	2%	0%	-2%	-25%
CC(C)C(NS(=O)(=O)c1ccccc1F)C(=O)OCC(=O)NCc1ccco1 (stereo not given)	-39%	x	-4%	x	22%	6%	-15%	-16%	-14%
COc1cccc(NC(=O)c2cc(-c3cccnc3)nc3c(Cl)cccc23)c1	12%[2.33 µM]	1%	14%	22%	-6%	9%	-9%	-14%	2%
Cc1cc(=O)oc2cc(OCC(O)Cn3ccnc3)ccc12 (stereo not given)	u	0%	22%	35%	50%[activator]	2%	17%	-8%	-15%
CC(C)C(=O)Nc1cccc(NC(=O)c2cccc([N+](=O)[O-])c2)c1	2%[59 µM]	-2%	-2%	5%	28%	-4%	-5%	-15%	-18%

Single entries from the list.
`CCc1cccc(NC(=O)c2ccc3c(c2)c(C)c(C)n3Cc2ccc(F)cc2)c1` | BAZ2B block = -22%
`O=C(CCCN=C1NS(=O)(=O)c2ccccc21)OCc1ccccc1` | G9a inh = 45µM*
`Cc1cc(=O)oc2cc(OCC(O)Cn3ccnc3)ccc12` (stereo not given) | Pol kappa inh = 17%

New compounds follow
SMILES	G9a inh	BLM inh	APEX1 inh	POLB inh	Pol iota inh	BAZ2B block	Pol kappa inh	JMJD2A Tudor	Pol eta inh
CC(C)(C)C1CCc2onc(C(=O)O)c2C1 (stereo not given)	0%	-8%	0%	5%	35%	-19%	9%	-5%	-9%
CN(C(=O)COc1cc(=O)n(C)c2ccccc12)c1ccc(Br)cc1	-48%[59 µM]	4%	0%	4%	-3%	-1%	3%	-19%	-22%
CN(CC(O)COC(c1ccccc1)c1ccccc1)C1CCCCC1 (stereo not given)	-31%	-1%	-4%	29%	27%	-23%	9%	-19%	-11%
CC(C)CCOc1ccc(C(=O)CCNC(C)C(=O)O)cc1 (stereo not given)	5.6µM*	-3%	3%	-1%	x	-2%	x	x	x
O=C(NCc1ccccc1)C(c1ccccc1)N(C(=O)c1csnn1)c1ccc(F)cc1 (stereo not given)	22%	-1%	-10%	3%	126%[activator]	-2%	-18%	-15%	-23%
O=C(c1ccc(S(=O)(=O)NCc2ccco2)cc1)N1CCN(c2ccccc2)CC1	x	x	-44%	x	u	x	-32%	-30%	-2%
O=[N+]([O-])c1ccc(F)cc1Oc1nc(-c2cccnc2)nc2ccccc12	u	0%	10%	-1%	u	-16%	3%	u	-8%
O=c1cnnc(Nc2ccc(F)cc2)[nH]1	11%	-1%	6%	u	56%[activator]	0%	-2%	6%	-4%
Cc1c(N(C)S(=O)(=O)c2ccc(Cl)c(C(=O)NCC(C)(C)N3CCOCC3)c2)c(=O)n(-c2ccccc2)n1C	x	x	x	x	21%	x	2%	4%	-9%
CCN(CC)Cc1c(C(=O)N/N=C/c2ccncc2)nnn1-c1nonc1N	1%	-1%	50%[activator]	25%	28%	-4%	9%	-15%	2%
CN(C)c1ccc(-c2nc(-n3ccnc3)c3ccccc3n2)cc1	5%[0.501 µM]	-8%	2%	x	x	x	-5%[60.1 µM]	x	x
O=C(Nc1ccc2c(c1)CCC2)C1COc2ccccc2O1 (stereo not given)	-12%	u	u	18µM*	u	2%	-7%	2%	-6%

Other results
SMILES	G9a inh	BLM inh	APEX1 inh	POLB inh	Pol iota inh	BAZ2B block	Pol kappa inh	JMJD2A Tudor	Pol eta inh
CCC(C)NC(=O)c1c(-c2cc(Cl)c(OC)c(Cl)c2)noc1C (stereo not given)	17%	-2%	u	-3%	x	-2%	-4%	-10%	2%
CC(C)Cc1cc(CN2CCC(CO)(Cc3cccc(C(F)(F)F)c3)CC2)[nH]n1	x	-6%	5%	26%	59%[activator]	u	0%	-12%	-17%
Cc1ccc(-c2[nH]nc3c2C(c2ccc(OC(=O)N4CCOCC4)cc2)C(C#N)=C(N)O3)cc1 (stereo not given)	u	0%	9%	1%	u	-37%	-11%	u	-15%
O=C(CN1C(=O)c2cccnc2C1=O)c1ccccc1	-12%[59 µM]	-6%	13%	22%	12%	u	-3%	-14%	-20%
COc1ccccc1NC(=O)CSc1nnc(COc2ccccc2C)o1	u	-9%	0%	2%	37%[activator]	-3%	-15%	-11%	-10%
Cc1ccc(C(C)NC(=O)C2CCCC2)cc1C (stereo not given)	u	-2%	26%	-2%	-18%	-3%	-17%	-11%	-6%
CC1CN(C(=O)COC(=O)c2cc(=O)c3ccccc3o2)CC(C)O1 (stereo not given)	-5%	-4%	33%	18%	42%[activator]	-11%	10%	15%	-17%
O=C(Nc1ccn(Cc2ccccc2)n1)c1ccc(F)cc1	31%[activator][12.7 µM]	-6%	-3%	0%	15%	-26%	6%	2%	-19%
COc1cccc(C(=O)Nc2ccccc2NC(=O)c2cccc(OC)c2)c1	x	-11%	5%	8%	36%[activator]	-4%	-8%	-16%	-12%
Cc1c(CCNC(=O)c2ccc(Br)o2)sc2nc(-c3ccc(Cl)cc3)nn12	-31%[59 µM]	-2%	x	2%	-9%	-32%	-14%[60.1 µM]	-20%	-22%
OCCOCCn1c(C(CO)Nc2nc(-c3ccc(Cl)cc3)cs2)nc2ccccc21 (stereo not given)	x	x	x	x	u	x	-20%	u	-7%
Cc1[nH]nc2c1C(c1ccsc1)C1=C(CC(C)(C)CC1=O)N2 (stereo not given)	-22%	-6%	9%	0%	23%	-16%	-11%	-3%	6%

Limited to BLM inh (2 entries from above):
compound | BLM inh
O=C(CN1C(=O)c2cccnc2C1=O)c1ccccc1 | -6%
COc1ccccc1NC(=O)CSc1nnc(COc2ccccc2C)o1 | -9%

(further entries)
SMILES	G9a inh	BLM inh	APEX1 inh	POLB inh	Pol iota inh	BAZ2B block	Pol kappa inh	JMJD2A Tudor	Pol eta inh
COc1ccc(OC)c(-c2nnc3n2N=C(c2ccc(OC)c(OC)c2)CS3)c1	-47%[12.7 µM]	3%	16%&-8%	x	4%	-29%	-1%	-19%&-10%	-1%
COc1ccccc1C(CNC(=O)c1cccc(S(=O)(=O)N2c3ccccc3CC2C)c1)N(C)C (stereo not given)	x	x	x	x	11%	x	12%	-14%	-10%
O=C(NCCN1CCOCC1)c1ccc2ccccc2c1	x	1%	0%	29%	22%	7%	2%	-4%	-16%
CC[C@@H](Nc1ncnc2c1oc1ccccc12)C(=O)O	16%	1%	-4%	1%	-29%	-1%	0%	-20%	-8%
COc1cc(OC)cc(-c2c(-c3ccc(F)cc3)c3cc(-c4ccc5cc[nH]c5c4)ccc3n2C)c1	27%[2.33 µM]	x	25%	x	-5%	-6%	-6%	-23%	1%
Cc1cc(C)n(-c2ccc(C(=O)N3CC(C)OC(C)C3)cc2)n1 (stereo not given)	7%	-2%	0%	0%	-16%	4%	-7%	u	-3%
COc1cc(/C=N/NC(=O)c2ccc(CN3c4cccc5cccc(c45)S3(=O)=O)cc2)cc(OC)c1O	x	-5%	10%	25%	106%[activator]	7%	-3%	14%[11.4 µM]	-14%
Cc1cccc(N2CC(C(=O)Nc3ccccc3N3CCCC3)CC2=O)c1C (stereo not given)	71µM*	x	11%	x	14%	-7%	-12%	-17%	-5%
COc1cccc(/C=C2\SC(=S)N(CCC(=O)N3CCCCC3CCO)C2=O)c1 (stereo not given)	56µM*	-5%	-28%	1%	4%	32µM*	-19%	u	-2%
N#Cc1nc(NCC(F)F)nc(Nc2cc(F)cc(F)c2)n1	18%[2.33 µM]	x	-9%	x	19%	9%	10%	-13%&-7%	-20%
COc1ccc(NC(C)C(=O)N/N=C/c2ccccc2OCc2ccc(Br)cc2)cc1 (stereo not given)	1%	5%	-2%	-22%	3%	u	-6%	-26%	3%
O=S(=O)(c1ccc2ccccc2c1)N(CC(O)CN1CCOCC1)c1ccccc1 (stereo not given)	-9%[2.33 µM]	0%	-3%	24%	4%	-10%	-9%	-16%	-6%

The listing continues.
SMILES	G9a inh	BLM inh	APEX1 inh	POLB inh	Pol iota inh	BAZ2B block	Pol kappa inh	JMJD2A Tudor	Pol eta inh
COc1ccccc1N(CC(=O)NCc1ccc2c(c1)OCO2)C(=O)CCC(=O)Nc1nccs1	16%[59 µM]	-2%	45%[12.4 µM]	5%	18%	-10%	-8%	-17%	-10%
Oc1ccc(/C=N/N(Cc2ccccc2)c2ccccc2)c(O)c1O	28µM*	-27%	u	6.3µM*	39%[activator]	28µM*	-38%	56µM*	-25%
Cc1ccccc1NC(=O)Cc1nc(-c2ccc3ccccc3c2)cs1	5%[59 µM]	4%	-6%	-1%	2%	5%	-8%	-9%	2%
CCOC(=O)C1=C(CS(=O)(=O)c2ccc(OC)c(Cl)c2)NC(=O)NC1c1cccc(OC)c1 (stereo not given)	-9%[59 µM]	0%	x	-1%	-11%	u	3%	-17%	-3%

This is a subset, so the mix of outcomes need not match the whole.
